# Bioassay records deposited in PubChem BioAssay by Emory University Molecular Libraries Screening Center.
# 14-3-3g Raf – 14-3-3 gamma protein interaction modulation; P61981; FP, 14-3-3gamma / TMR-pS259-Raf peptide binding; inhibition, % at 40 µM; 160,000 tested, 0.19% active; in the data active means inhibition above about 30%;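 further: 0% = protein plus tracer without compound and 100% = blank with tracer alone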
# Target sequence (P61981 whole entry, looked up): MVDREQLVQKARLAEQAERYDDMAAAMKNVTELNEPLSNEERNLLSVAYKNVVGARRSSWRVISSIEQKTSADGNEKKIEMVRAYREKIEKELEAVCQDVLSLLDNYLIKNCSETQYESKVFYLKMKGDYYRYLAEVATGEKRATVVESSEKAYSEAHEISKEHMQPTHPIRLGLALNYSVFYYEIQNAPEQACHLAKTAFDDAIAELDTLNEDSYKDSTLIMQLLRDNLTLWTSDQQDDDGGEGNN
# Starred values were filed as active, the others as inactive; & = joins results of further samples. An excerpt (hit frequency here may not be typical).
Compound | 14-3-3g Raf
COc1ccc(C2/C(=C(\O)c3ccc(Cl)cc3)C(=O)C(=O)N2CCNC(C)=O)cc1 (stereo unspecified) | -3
Cc1nc2nc(CC(=O)O)[nH]n2c(=O)c1Br | -19
CC1=CC(C)(C)N(C(=O)CN2C(=O)C3CCCCC3C2=O)c2cc(C)ccc21 (stereo unspecified) | -10
CCOC(=O)N1CCN(S(=O)(=O)c2cc(Br)cnc2N)CC1 | -4
COc1cccc(CNC(=O)CSc2cc(=O)n(C)c3ccccc23)c1 | -35
COc1ccc2oc(=Nc3ccc(C(C)=O)cc3)c(C(=O)NC(C)=O)cc2c1 | -8
Cc1cc(C(=O)Nc2ccc(S(=O)(=O)Nc3nccs3)cc2)c(C)o1 | -17
COc1cc(NC(=O)CSc2nnc(-c3ccco3)c(-c3ccco3)n2)cc(OC)c1 | -23
CCc1ccc(-c2nc(CN3CCC(C(=O)NCc4ccccc4OC)CC3)c(C)o2)cc1 | -24
COc1cc2ccccc2cc1C(=O)NCCC12CC3CC(CC(C3)C1)C2 | 1
COc1ccc(C(c2sc3nc(C)nn3c2O)N2CCN(Cc3ccccc3)CC2)cc1OC (stereo unspecified) | -3
O=[n+]1c2c(n([O-])c3ccccc31)CCC2 | 0
CC1Cc2cc(/C(O)=C3\C(=O)C(=O)N(CCN(C)C)C3c3ccccc3F)ccc2O1 (stereo unspecified) | -6
O=C(NCc1cccc(Cl)c1)c1cccn2c(=O)c3sccc3nc12 | -7
N#CCCNc1ccc(OCCC#N)cc1 | 8
Cc1ccc(-n2c(CSc3nc(C)cc(C)n3)nnc2SCC(=O)N2CCCC2)cc1 | 0
COc1cc(C2C3=C(CC(C)(C)CC3=O)Nc3ccc4ncccc4c32)ccc1OCc1ccccc1 (stereo unspecified) | -1
COc1ccc2c(c1)CCC(C1(O)C(=O)Nc3ccccc31)C2=O (stereo unspecified) | 1
CCOC(=O)CN1C(=O)CSc2ccc(S(=O)(=O)N3CCOCC3)cc21 | -5
CC12CC(NC(=O)N1c1cccc(C(=O)NCCc3ccc(S(N)(=O)=O)cc3)c1)c1ccccc1O2 (stereo unspecified) | 3
Cc1ccc(-n2nnnc2SCC(=O)N2CCc3ccccc3C2)cc1 | 2
Cc1cc(C)cc(N2C(=O)c3ccccc3NC2c2ccc3c(c2)OCO3)c1 (stereo unspecified) | -3
CCOC(=O)N1CCN(C(=O)C2CCC(=O)N2C(C)C)CC1 (stereo unspecified) | -5
O=c1c2ccccc2sc2cccc(Cl)c12 | -12
CCOC(=O)c1sc(C)c2c1NC(c1ccc(SC)cc1)NC2=O (stereo unspecified) | 2
CC1=C(C(=O)Nc2cccc(C(F)(F)F)c2)C(c2ccc(C(C)(C)C)s2)C2=C(CC(C)(C)CC2=O)N1 (stereo unspecified) | -12
COc1cccc(COc2nc3c(c(=O)n(C)c(=O)n3C)n2C)c1 | 15
COc1ccc(S(=O)(=O)N2CCC(C(=O)NCC(c3cccs3)N(C)C)CC2)cc1 (stereo unspecified) | 5
CCN(CCCNC(=O)c1cc2cc3ccc(C)cc3nc2s1)c1cccc(C)c1 | -7
Cc1c(N=C2NC(=O)C(CC(=O)Nc3ccccc3)S2)c(=O)n(-c2ccccc2)n1C (stereo unspecified) | -37
O=C(O)CCSCc1ccc(Cl)cc1 | -10
COc1ccc(C2=NN(C(C)=O)C(c3cc4ccccc4nc3Cl)C2)cc1OC (stereo unspecified) | -5
CCSc1cc([N+](=O)[O-])ccc1C(N)=O | 4
O=C1CC(C(=O)NC2CCCCC2)(c2ccccc2F)N1CCc1ccccc1 (stereo unspecified) | -8
Cc1noc(C)c1CSc1nnc(C)c(=O)[nH]1 | 2
CCOC(=O)c1ccc(S(=O)(=O)NC2CCCCCCC2)n1C | 9
O=C(NCCN1CCCC1)c1cc(-c2cccnc2)nc2ccc(S(=O)(=O)N3CCCCCC3)cc12 | -1
Cc1ccc(Cl)cc1NC(=O)CSc1nc2ccccc2[nH]1 | 4
Cc1ccc(F)cc1N1C(=O)CSC1c1ccc(F)cc1 (stereo unspecified) | -6
COc1ccc(-c2nc3ccccc3nc2-c2ccccc2)cc1 | -7
Cc1cc(=O)c2cc([N+](=O)[O-])ccc2[nH]1 | -5
CCCn1c(N)nc2c1c(=O)n(C)c(=O)n2C | -5
CCCN(CCC)c1ncnc2c1sc1nc3c(cc12)COC(C)(C)C3 | -11
O=C(c1cccc(Cl)c1)N1CCN(c2ccc([N+](=O)[O-])c(NC3CC3)c2)CC1 | -7
COC(=O)c1ccc(/C=N\n2c(C)nnc2C)cc1 | -6
CCCn1c(N)c(C(c2ccc(C(=O)OC)cc2)N2CCN(c3ccccc3)CC2)c(=O)[nH]c1=O (stereo unspecified) | 3
CCN(Cc1ccccc1)C(=O)Cn1c(=O)n(-c2ccc(Cl)cc2)c(=O)c2c(C)c(C)sc21 | 2
CCn1c2ccc(Cl)cc2c2nc3ccccc3nc21 | -7
COc1ccccc1C(=O)Nc1ccc2nc(SCC(=O)NC3CC3)sc2c1 | -9
Clc1ccc(Oc2nc(N3CCOCC3)nc(N3CCOCC3)n2)c(C2CCCCC2)c1 | 5

# Following part.
Compound | 14-3-3g Raf
COC(=O)C1=C(C)Nc2nnnn2C1c1ccccc1Cl (stereo unspecified) | 0
CC(OC1=CC(=O)CCC1)C(=O)c1ccccc1 (stereo unspecified) | -2
O=S1(=O)CC(O)C(Nc2ccccc2O)C1 (stereo unspecified) | 5
CC[n+]1cccc(-c2nc3ccccc3s2)c1 | -1
Cc1cc(=O)[nH]c(SCC(=O)C2CC2)n1 | 3
CCc1ccc(-c2nc3cc(NC(=O)c4ccc([N+](=O)[O-])c(C)c4)ccc3o2)cc1 | -84
O=C(NC1CCCCC1)N(CCN1CCOCC1)Cc1cc2cc3c(cc2[nH]c1=O)OCCO3 | -2
CN(C)c1oc(-c2ccc(OCc3ccccc3)cc2)nc1C#N | 4
N#CC12CCCCC1CC1CCCCC1(C#N)N2CCO (stereo unspecified) | 1
Cc1cc(NC(=O)Cn2c(=O)n(Cc3ccco3)c(=O)c3ccc(Cl)cc32)n[nH]1 | 10
CC(C)Nc1nc(C#N)nc(NC(C)C)n1 | -7
CC(=O)Nc1nc(C)c(-c2csc(Nc3cccc(C)c3)n2)s1 | -10
COc1ccc(Nc2nnc(C)c(=O)[nH]2)c(OC)c1 | -4
Fc1ccc(N=Cc2ccccc2F)cc1 | 6
COc1ccccc1NC(=O)Cn1cnc2c(cnn2-c2ccccc2)c1=O | -7
N#Cc1cc2c(nc1SCC(=O)N1CCOCC1)CCCCC2 | -5
CCOc1ccc(S(=O)(=O)N(CC(=O)Nc2cccc3ccccc23)c2ccc(C)cc2)cc1 | -44
Cc1ccc(-c2csc(NC(=O)CSc3ncn(-c4ccccc4)n3)n2)cc1 | -11
COc1ccc(N2CCN(C(=O)CSc3nnc(C)c(=O)[nH]3)CC2)cc1 | -5
CCN(CC)S(=O)(=O)c1cc(C(=O)Nc2nnc(-c3ccccc3)s2)ccc1C | 1
COCCNc1ncnc2sc3c(c12)CCCC3 | -1
CCCOc1ccc(C2NC(=O)NC(C)=C2C(=O)OCCc2ccccc2)cc1 (stereo unspecified) | 7
O=C(CSc1nnc(Cc2csc(Nc3cccc(Cl)c3)n2)o1)N1CCc2ccccc21 | -14
CCOC(=O)c1c(CN2CCN(C)CC2)oc2ccc(O)cc12 | 2
COc1cccc(NC(=O)CSc2nc3nc(C)c(Cc4cccc(Cl)c4)c(C)n3n2)c1 | -32
CCOC(=O)c1c(NC(=O)C23CC4CC(CC(C4)C2)C3)sc2c1CCC(C)C2 (stereo unspecified) | -4
COc1ccccc1NC(=O)NCCN1C(=O)C2C3C=CC(C3)C2C1=O (stereo unspecified) | -4
COc1ccccc1CC(=O)Nc1ccc(-c2noc(-c3ccccc3OC)n2)cc1 | -10
Cc1c(NC(=O)c2cc3nc(-c4ccccc4)cc(C)n3n2)c(=O)n(-c2ccccc2)n1C | -10
COCCn1cc(C(=O)N2CCN(c3ccccn3)CC2)c2c3ccccc3n(C)c2c1=O | -7
Cn1c2ccccc2c2c(C(=O)N3CCN(c4ccc(F)cc4)CC3)cn(C3CCCCC3)c(=O)c21 | 6
CCCCCOc1ccc(OC(=O)c2ccncc2)cc1 | -6
O=C1C2CC=CCC2C(=O)N1c1ccc(NCCc2ccccc2)c([N+](=O)[O-])c1 (stereo unspecified) | -4
Cc1cc(C)n(-c2ncnc3sc4c(c23)CCC(C)C4)n1 (stereo unspecified) | 5
NC(=O)c1ccccc1NC(=O)c1cccnc1Cl | -3
COc1ccccc1NC(=O)C1CC(=O)N(c2ccc(F)cc2)C1 (stereo unspecified) | 2
C=CCNC(=O)C(=O)Nc1ccc(Cl)c(C(F)(F)F)c1 | -8
Cc1sc2ncn(CC(=O)N3CCN(Cc4ccccc4)CC3)c(=O)c2c1S(=O)(=O)N1CCOCC1 | 0
CCOc1cccc2c1OC1(C)CC2NC(=S)N1 (stereo unspecified) | -4
CCOC(=O)C1=C(C)Nc2nc(SCc3ccccc3Cl)nn2C1c1ccc([N+](=O)[O-])cc1 (stereo unspecified) | 5

# 4 of these compounds in a different format:
NC(=O)c1ccccc1NC(=O)c1cccnc1Cl
  14-3-3g Raf: -3

CCCCCOc1ccc(OC(=O)c2ccncc2)cc1
  14-3-3g Raf: -6

Cc1sc2ncn(CC(=O)N3CCN(Cc4ccccc4)CC3)c(=O)c2c1S(=O)(=O)N1CCOCC1
  14-3-3g Raf: 0

O=C1C2CC=CCC2C(=O)N1c1ccc(NCCc2ccccc2)c([N+](=O)[O-])c1 (stereo unspecified)
  14-3-3g Raf: -4

# More compounds follow.
Compound | 14-3-3g Raf
O=C1CN(C(=O)c2ccccc2F)C(c2ccccc2)c2cc(F)ccc2N1 (stereo unspecified) | 4
O=S(=O)(NCCc1ccncc1)c1ccc(S(=O)(=O)N2CCCCCC2)cc1 | 1
CCCOc1ccccc1C1C(C(=O)OC)=C(C)NC2=C1C(=O)CC(C)(C)C2 (stereo unspecified) | 0
O=C(Nc1ccc(Cl)cc1)c1ccc(N2CC3CC(C2)c2cccc(=O)n2C3)c([N+](=O)[O-])c1 (stereo unspecified) | -9
CC1(C)C(c2cccs2)=[N+]([O-])C2(CCCCC/C2=N\O)N1O (stereo unspecified) | -1
CC(=O)Nc1ccc(OC(=O)C(CCS(C)(=O)=O)N2C(=O)c3ccccc3C2=O)cc1 (stereo unspecified) | 6&-6
CCOC(=O)CSc1nc2cc(OC)ccc2cc1C#N | -16
CCCN1C(=O)c2ccccc2NC1c1ccc(O)c(OCC)c1 (stereo unspecified) | -5
C[n+]1cc(-c2ccccc2)nc(N2CCOCC2)n1 | 7
CN1CCN(CC(=O)Nc2ccc(OC(F)(F)F)cc2)CC1 | -5
O=C(c1ccc(F)cc1)N1CCN(S(=O)(=O)c2ccc(F)cc2)CC1 | 3
O=C(OCCN1CCOCC1)c1ccc(OCCN2CCOCC2)cc1 | 4
O=C1c2ccccc2C(=O)C1c1ccc(O)cc1 | -10
C=CCn1c(OC)nc2c1c(=O)n(C)c(=O)n2C | -9
CC(C)(CNC(=O)C1c2ccccc2Oc2ccccc21)CNC(=O)C1c2ccccc2Oc2ccccc21 | 1
Fc1ccc(-n2c(Cc3ccccc3)nnc2SCc2nc(-c3cccs3)no2)cc1 | -11
Cc1ccc(NC(=O)c2cc(S(=O)(=O)NC3CCCCC3)ccc2F)cc1Cl | -5
Cc1cc(C)n(C(=O)COc2ccc(Br)cc2C)n1 | -8
CCC1CCc2nc3sc(C(=O)NC(C)c4ccccc4)c(N)c3cc2C1 (stereo unspecified) | -2
CCOc1ccc(NC(=O)C2CCN(S(=O)(=O)c3ccc(Br)cc3)CC2)cc1 | -5

# Looked up one by one from the list above:
Compound | 14-3-3g Raf
O=C(O)CCSCc1ccc(Cl)cc1 | -10
CCCn1c(N)c(C(c2ccc(C(=O)OC)cc2)N2CCN(c3ccccc3)CC2)c(=O)[nH]c1=O (stereo unspecified) | 3
CC1=CC(C)(C)N(C(=O)CN2C(=O)C3CCCCC3C2=O)c2cc(C)ccc21 (stereo unspecified) | -10
COc1ccc(N2CCN(C(=O)CSc3nnc(C)c(=O)[nH]3)CC2)cc1 | -5

# (more compounds)
Compound | 14-3-3g Raf
CCOc1ccc(CCNS(=O)(=O)c2c(C)n[nH]c2C)cc1OCC | -3&6
Cc1ccccc1-c1nc(CN2CCC(C(=O)NCCCN3CCCC3)CC2)c(C)o1 | -8
Cn1c(=O)c2cc(S(=O)(=O)NCCC(=O)NCc3ccccc3Cl)ccc2n(C)c1=O | -12
CCOc1ccccc1NC(=O)CSc1nc(N)c(C#N)cc1C#N | 2
N#CC(c1nc2ccccc2nc1N1CCCCC1)S(=O)(=O)c1ccc(Cl)cc1 (stereo unspecified) | -11
COc1ccc(-c2noc(CCC(=O)NC(C)C)n2)cc1 | -5
Cc1ccc(Cl)c2c1C(=O)c1ccccc1C2=O | -13
OCCCc1nc2cc3ccccc3cc2[nH]1 | -18
Cc1ccc2cc(-c3noc(C4CCCO4)n3)c(=O)[nH]c2c1 (stereo unspecified) | -11
CCN1C(=O)C(Cc2nc3ccccc3c(=O)n2C)c2ccccc21 (stereo unspecified) | -4
CC1=C(C(=O)OCCCBr)C(c2ccc3c(c2)OCO3)NC(=O)N1 (stereo unspecified) | -26
CN=C1SC(CC(=O)Nc2sc3c(c2C#N)CCCC3)C(=O)N1C (stereo unspecified) | 2
Cc1ccc(C)c(NC(=O)CSc2nccn2-c2ccc(Cl)cc2)c1 | -9
O=c1n(Cc2ccccc2F)c2ccccc2n1Cc1ccccc1F | -5
C=CCOC(=O)C1=C(C)NC(=O)NC1c1ccccc1Br (stereo unspecified) | -2
COc1ccc(CCN2C(=O)CC(C(C)c3ccccc3)C2=O)cc1OC (stereo unspecified) | -4
CCSC1=C(C#N)C(=O)n2c1cc1c2CCCC1 | -42
CC(=O)Oc1cc2oc3cc(C)ccc3[nH]c2c2c(=O)c3ccccc3c(=O)c12 | -9
O=C1c2sc3nc4c(c(=O)n3c2C(=O)N1c1ccc(Cl)cc1)CCC4 | 1
